FBW7 activator – human FBW7 E3 ligase activation, primary screen; Q969H0; normalized activity (activation), % at 26.1 µM; actives 0.13% (n = 650,000); AlphaScreen FBW7–phospho-cyclin E peptide binding, activator screen; in the data active = normalized activity above about 1.9%;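 note: purified mutant Fbw7 with reduced substrate affinity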
Target sequence (Q969H0 whole entry, looked up): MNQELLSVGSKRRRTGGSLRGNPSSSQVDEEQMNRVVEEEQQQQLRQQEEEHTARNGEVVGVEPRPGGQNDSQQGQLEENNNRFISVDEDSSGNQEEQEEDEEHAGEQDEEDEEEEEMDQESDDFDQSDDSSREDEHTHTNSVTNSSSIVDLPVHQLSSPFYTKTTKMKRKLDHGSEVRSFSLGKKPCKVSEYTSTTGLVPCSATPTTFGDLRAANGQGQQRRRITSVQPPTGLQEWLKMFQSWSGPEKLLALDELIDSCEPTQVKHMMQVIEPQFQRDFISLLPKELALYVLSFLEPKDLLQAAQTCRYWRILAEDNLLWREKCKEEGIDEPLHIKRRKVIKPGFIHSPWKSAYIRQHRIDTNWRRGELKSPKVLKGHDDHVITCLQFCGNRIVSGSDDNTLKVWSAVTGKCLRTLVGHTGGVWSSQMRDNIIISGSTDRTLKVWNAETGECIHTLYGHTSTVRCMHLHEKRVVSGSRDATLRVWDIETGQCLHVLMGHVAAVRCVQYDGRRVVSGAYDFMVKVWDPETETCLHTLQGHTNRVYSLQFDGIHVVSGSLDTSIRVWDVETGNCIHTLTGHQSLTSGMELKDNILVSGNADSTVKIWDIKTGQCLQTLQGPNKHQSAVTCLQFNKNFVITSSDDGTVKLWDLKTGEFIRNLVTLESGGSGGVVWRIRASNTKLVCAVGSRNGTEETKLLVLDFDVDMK
TEAD-YAP block – TEAD-YAP interaction inhibition. inhibition, % at 9.12 µM. AID 1259422. HEK-TIYL cells, TEAD-Gal4/YAP UAS-luciferase luminescence. actives 1.4% (n = 640,000); in the data active = inhibition above about 32%;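 note: 0% = median of test compound wells and 100% = reference inhibitor wells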
MITF inh – inhibitors of human MITF; O75030; inhibition, % at 2.6 µM; AlphaScreen MITF homodimerization, bead proximity signal; actives 0.91% (n = 650,000); in the data active = inhibition above about 50%;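 note: 0% = vehicle wells with protein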
GPR151 ag – activates the human receptor GPR151. Q8TDV0. actives 1% (n = 650,000). activation, % at 11.2 µM. AID 1508602. PathHunter beta-arrestin GPR151 cells, luminescence; in the data active = activation above about 4.9%;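 note: 0% = median of compound wells and 100% = cells with positive control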
Target sequence (Q8TDV0 whole entry, looked up): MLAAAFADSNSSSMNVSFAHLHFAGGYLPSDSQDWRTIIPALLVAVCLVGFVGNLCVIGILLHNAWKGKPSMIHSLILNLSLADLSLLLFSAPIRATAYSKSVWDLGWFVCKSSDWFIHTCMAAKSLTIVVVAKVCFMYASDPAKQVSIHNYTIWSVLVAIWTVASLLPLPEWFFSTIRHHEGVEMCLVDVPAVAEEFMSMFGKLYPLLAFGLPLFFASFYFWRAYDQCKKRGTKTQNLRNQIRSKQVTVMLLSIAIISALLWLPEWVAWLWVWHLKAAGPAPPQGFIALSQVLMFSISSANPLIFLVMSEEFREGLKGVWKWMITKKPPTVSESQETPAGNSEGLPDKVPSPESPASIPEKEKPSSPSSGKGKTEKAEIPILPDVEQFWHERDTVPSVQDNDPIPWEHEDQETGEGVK
* = called active by the depositor; & = joins results of further samples. No enrichment for hits; about 3.4% have a hit in one of these screens.

Results for CC(C)(CC(=O)NCCCc1ccccc1)CC1=NS(=O)(=O)c2ccccc2N1 ?
FBW7 activator: -0.1; TEAD-YAP block: 7.5; MITF inh: -4.2; GPR151 ag: 0.3

Results for CCCCCC(=O)N/N=C/c1cccs1 ?
FBW7 activator: 0.2; TEAD-YAP block: -6.1; MITF inh: 8.2; GPR151 ag: 0.6

How did O=c1c2ccccc2c(/C=N/c2ncn[nH]2)c(O)n1-c1ccccn1 do in these assays?
FBW7 activator: 0.0; TEAD-YAP block: 12.9; MITF inh: 12.4; GPR151 ag: 0.0

How did O=C(CCS(=O)(=O)c1ccc2c(c1)SCC(=O)N2)NCc1cccs1 do in these assays?
FBW7 activator: 0.2; TEAD-YAP block: 1.2; MITF inh: 13.8; GPR151 ag: -2.0

How did COC(=O)c1ccc(COC(=O)c2ccc3[nH]c(C)c(C)c3c2)o1 do in these assays?
FBW7 activator: 0.5; TEAD-YAP block: -6.3; MITF inh: 11.8; GPR151 ag: -1.6

Results for CCOc1ccc2[nH]c(=O)c(C(c3nnnn3C(C)C)N3CCN(C)CC3)cc2c1 (centres undefined) ?
FBW7 activator: 0.0; TEAD-YAP block: 18.0; MITF inh: -4.8; GPR151 ag: 0.0

What do the screens show for `O=C(O)c1ccc(N/C(=N\S(=O)(=O)c2ccc(Cl)cc2)c2ccccc2)cc1`?
FBW7 activator: 0.1&-0.2; TEAD-YAP block: 3.0&-7.9; MITF inh: -12.9&9.1; GPR151 ag: -2.0&0.2

How did CCOC(=O)c1ccc(CSc2nnc(-c3ccncc3)n2N)cc1 do in these assays?
FBW7 activator: -0.1; TEAD-YAP block: -8.0; MITF inh: -2.1; GPR151 ag: 0.2

What do the screens show for `O=[N+]([O-])c1ccc2c(c1)nc(CO)n2CCO`?
FBW7 activator: 0.1; TEAD-YAP block: -4.2; MITF inh: -11.9; GPR151 ag: -1.6

What do the screens show for `Cn1c(=O)[nH]c(=O)c2c1nc(N1CCCCCC1)n2CC(=O)O`?
FBW7 activator: 0.4; TEAD-YAP block: 5.0; MITF inh: 16.2; GPR151 ag: -1.1

How did O=C(NCCc1ccccc1)c1ccc2cncc(-c3ccccc3)c2n1 do in these assays?
FBW7 activator: -0.1; TEAD-YAP block: 47.3*; MITF inh: -12.6; GPR151 ag: 0.1

How did CCSc1nnc(NC(=O)CSc2nncc(=O)n2N)s1 do in these assays?
FBW7 activator: -1.6; TEAD-YAP block: 6.3; MITF inh: 1.7; GPR151 ag: -0.9

How did Cc1cc(C)nc(SCC(=O)Nc2ccccc2C(=O)O)n1 do in these assays?
FBW7 activator: -0.1; TEAD-YAP block: -4.2; MITF inh: 0.3; GPR151 ag: 0.2

Results for COc1ccccc1Cc1nc(-c2ccc(C)cc2)no1 ?
FBW7 activator: 0.0; TEAD-YAP block: -26.3; MITF inh: 9.6; GPR151 ag: -1.1

Results for COc1ccc(C2CCN(C(=O)c3ccco3)C2)cc1 (centres undefined) ?
FBW7 activator: -0.1; TEAD-YAP block: -25.7; MITF inh: 10.5; GPR151 ag: 0.3

Results for CC1=N/C(=C/c2ccc(Cl)cc2)C(=O)O1 ?
FBW7 activator: -0.1; TEAD-YAP block: 4.9; MITF inh: 3.1; GPR151 ag: 0.9

What do the screens show for `COCCn1nnnc1CN1CCC(NC(C)=O)CC1`?
FBW7 activator: 0.0; TEAD-YAP block: 0.9; MITF inh: -6.5; GPR151 ag: 2.8

How did CC(=O)N/N=C(\Cc1nc2ccccc2[nH]1)c1ccccc1 do in these assays?
FBW7 activator: 0.9; TEAD-YAP block: -55.1; MITF inh: 41.8; GPR151 ag: -1.6

What do the screens show for `CCOc1ccc(-n2ccnc(SCC(=O)Nc3ccc(C)c(F)c3)c2=O)cc1`?
FBW7 activator: 0.0; TEAD-YAP block: 4.0; MITF inh: 14.6; GPR151 ag: 2.9

How did COc1cc(C(=O)Nc2cccc(C(=O)Nc3ccccc3C(=O)O)c2)cc(OC)c1OC do in these assays?
FBW7 activator: 0.0; TEAD-YAP block: -1.8; MITF inh: -4.6; GPR151 ag: 1.0

What do the screens show for `N#Cc1c(SCc2ccccc2F)nsc1SCc1ccccc1F`?
FBW7 activator: 0.1; TEAD-YAP block: -2.2; MITF inh: 2.3; GPR151 ag: 1.7

What do the screens show for `CC(NC(=O)CSc1nnc(-c2ccc(Br)cc2)o1)c1ccccc1` (centres undefined)?
FBW7 activator: 0.1; TEAD-YAP block: 6.3; MITF inh: -16.0; GPR151 ag: 1.5

How did O=C(O)c1cccc(NC(=S)N/N=C/c2c[nH]c3ccccc23)c1 do in these assays?
FBW7 activator: -0.3; TEAD-YAP block: -3.0; MITF inh: -7.6; GPR151 ag: 0.8

What do the screens show for `O=C(Oc1ccc2cc(Br)ccc2c1Br)N1CCOCC1`?
FBW7 activator: 0.0; TEAD-YAP block: -50.7; MITF inh: 13.4; GPR151 ag: -0.5

How did CCCc1ccc(OC(=O)c2sc3ncn(C)c(=O)c3c2C)cc1 do in these assays?
FBW7 activator: -0.1; TEAD-YAP block: -7.1; MITF inh: 0.9; GPR151 ag: 0.3

How did O=C(N/N=C/c1cccc(O)c1)c1cccc(Cl)c1 do in these assays?
FBW7 activator: 0.4; TEAD-YAP block: -28.2; MITF inh: 24.7; GPR151 ag: -3.3

What do the screens show for `COC(c1ccc2c(c1)CN(C(=O)C1CCCO1)CCO2)C1CCCCC1` (centres undefined)?
FBW7 activator: 0.2; TEAD-YAP block: 1.2; MITF inh: 8.9; GPR151 ag: 0.1

How did COc1ccc(-c2cc(C(F)(F)F)n3nc(C(=O)N4CCCCCC4)cc3n2)cc1 do in these assays?
FBW7 activator: 0.5; TEAD-YAP block: 13.1; MITF inh: 5.2; GPR151 ag: 1.4

How did CC(=O)c1ccc(OCc2ccccc2C#N)c(CSc2ncccn2)c1 do in these assays?
FBW7 activator: 0.1; TEAD-YAP block: -19.5; MITF inh: 3.6; GPR151 ag: 1.4

Results for NS(=O)(=O)c1ccc(-c2ccc(/C=c3\sc4nc5ccccc5n4c3=O)o2)cc1 ?
FBW7 activator: 0.0; TEAD-YAP block: -15.2; MITF inh: -6.5; GPR151 ag: -0.9

How did COc1cc(O)ccc1CN1CCc2nnc(C3CCCO3)n2CC1 (centres undefined) do in these assays?
FBW7 activator: 0.1; TEAD-YAP block: -6.5; MITF inh: 6.5; GPR151 ag: 1.2

Results for CC(O)CNc1nc2c(c(=O)[nH]c(=O)n2C)n1CC(C)O (centres undefined) ?
FBW7 activator: 0.6; TEAD-YAP block: 1.4; MITF inh: 14.1; GPR151 ag: -0.9

Results for CC(=O)Nc1cccc(C(=O)OCC(=O)NC(=O)NC2CCCC2)c1 ?
FBW7 activator: 0.0; TEAD-YAP block: -1.9; MITF inh: 8.2; GPR151 ag: -0.1

What do the screens show for `COc1ccccc1CCC(=O)Nc1nc2c(s1)C(=O)CC(C)(C)C2`?
FBW7 activator: -0.1; TEAD-YAP block: 4.2; MITF inh: -0.3; GPR151 ag: 1.2

Results for CCCCc1nc(SC(C(C)=O)C(=O)N(C)C)c2c(=O)n(C)c(=O)n(C)c2n1 (centres undefined) ?
FBW7 activator: 0.1; TEAD-YAP block: -11.6; MITF inh: 6.9; GPR151 ag: -0.3

Results for N#C/C(=C/c1cccc([N+](=O)[O-])c1)C(=O)Nc1cccc(C(F)(F)F)c1 ?
FBW7 activator: -0.1; TEAD-YAP block: 6.5; MITF inh: 0.5; GPR151 ag: 0.4

Pulled by structure from above, 5 records:
What do the screens show for `COC(c1ccc2c(c1)CN(C(=O)C1CCCO1)CCO2)C1CCCCC1` (centres undefined)?
FBW7 activator: 0.2; TEAD-YAP block: 1.2; MITF inh: 8.9; GPR151 ag: 0.1

How did O=C(N/N=C/c1cccc(O)c1)c1cccc(Cl)c1 do in these assays?
FBW7 activator: 0.4; TEAD-YAP block: -28.2; MITF inh: 24.7; GPR151 ag: -3.3

Results for N#C/C(=C/c1cccc([N+](=O)[O-])c1)C(=O)Nc1cccc(C(F)(F)F)c1 ?
FBW7 activator: -0.1; TEAD-YAP block: 6.5; MITF inh: 0.5; GPR151 ag: 0.4

How did CCCc1ccc(OC(=O)c2sc3ncn(C)c(=O)c3c2C)cc1 do in these assays?
FBW7 activator: -0.1; TEAD-YAP block: -7.1; MITF inh: 0.9; GPR151 ag: 0.3

How did COc1cc(O)ccc1CN1CCc2nnc(C3CCCO3)n2CC1 (centres undefined) do in these assays?
FBW7 activator: 0.1; TEAD-YAP block: -6.5; MITF inh: 6.5; GPR151 ag: 1.2

The list goes on.
How did N#CNCCc1nc(-c2cccnc2)n[nH]1 do in these assays?
FBW7 activator: -0.1; TEAD-YAP block: -12.6; MITF inh: -3.2; GPR151 ag: 0.4

Results for CC(C)C(OC(=O)c1cc2c(s1)CCCCC2)C(=O)NC(N)=O (centres undefined) ?
FBW7 activator: 0.1; TEAD-YAP block: -2.1; MITF inh: -4.6; GPR151 ag: 2.0

What do the screens show for `CCOC(=O)c1ccccc1NC(=O)COC(=O)C(CC(C)C)NC(N)=O` (centres undefined)?
FBW7 activator: 0.7; TEAD-YAP block: -3.0; MITF inh: 8.4; GPR151 ag: 0.9

Results for O=C(Nc1ccc2nccnc2c1)c1cccnc1Oc1ccc(Cl)cc1 ?
FBW7 activator: 0.0; TEAD-YAP block: 6.3; MITF inh: 17.0; GPR151 ag: 0.2

Results for CN(C)c1cccc(C(=O)n2cnc3ccccc32)c1 ?
FBW7 activator: -0.2; TEAD-YAP block: -10.0; MITF inh: 0.7; GPR151 ag: 2.8

Results for C=CCNC(=O)c1ccccc1NC(=O)CN(c1cccc2ccccc12)S(C)(=O)=O ?
FBW7 activator: 0.1; TEAD-YAP block: 13.9; MITF inh: 2.6; GPR151 ag: 2.4

How did CC1=CC(=O)C2=C(C)CCC3C(C)C(=O)OC3C12 (centres undefined) do in these assays?
FBW7 activator: -0.1&0.2&-0.1; TEAD-YAP block: 6.5&4.7; MITF inh: 6.8&8.3&-5.4; GPR151 ag: 0.6&-1.0&-0.2

What do the screens show for `O=C(OCC(=O)N1CCc2ccccc21)c1c(F)cccc1Cl`?
FBW7 activator: 0.2; TEAD-YAP block: -64.8; MITF inh: 5.2; GPR151 ag: -5.0

How did Cc1nnc(C2CCCN(C(=O)c3ccccc3F)C2)s1 (centres undefined) do in these assays?
FBW7 activator: 0.2; TEAD-YAP block: -3.4; MITF inh: 2.9; GPR151 ag: 0.0

What do the screens show for `CCc1ccc(OCC(=O)Nc2ccc3c(c2)OCCO3)c(Br)c1`?
FBW7 activator: -0.3; TEAD-YAP block: -51.5; MITF inh: 5.8; GPR151 ag: 3.2

How did CCCCCn1c(SCc2cccc([N+](=O)[O-])c2)nc2cc(C(=O)N(CC)CC)ccc2c1=O do in these assays?
FBW7 activator: -0.4; TEAD-YAP block: 7.4; MITF inh: -3.4; GPR151 ag: 0.2

Results for COc1ccc(OC)c(-c2cccc(OC3CCN(c4ncccn4)CC3)c2)c1 ?
FBW7 activator: -0.1; TEAD-YAP block: 12.0; MITF inh: 8.4; GPR151 ag: 0.1

What do the screens show for `O=[N+]([O-])c1cnn(CC(O)CN2CCCCC2)c1` (centres undefined)?
FBW7 activator: 0.8; TEAD-YAP block: 10.2; MITF inh: 11.4; GPR151 ag: -0.8

Results for O=C(OCc1csc(Nc2ccccc2)n1)C1CC2C=CC1C2 (centres undefined) ?
FBW7 activator: 0.1; TEAD-YAP block: 37.7*; MITF inh: -5.7; GPR151 ag: -4.0

What do the screens show for `Cc1ccc(C(=O)N2CCc3c([nH]c4ccccc34)C2c2ccc3c(c2)OCO3)cc1` (centres undefined)?
FBW7 activator: -0.1; TEAD-YAP block: -5.1; MITF inh: -5.8; GPR151 ag: 1.3

How did Cc1occc1-c1nnc(SCC(=O)NC(C)(C)C)n1C do in these assays?
FBW7 activator: -0.1; TEAD-YAP block: -4.2; MITF inh: 6.0; GPR151 ag: -0.3

Results for CCOC(=O)c1ccc(N2C(=O)CC(Nc3ccc(CCO)cc3)C2=O)cc1 (centres undefined) ?
FBW7 activator: -0.1; TEAD-YAP block: 0.4; MITF inh: -1.1; GPR151 ag: -1.3

Results for N#CC1=C(N)S[C@@H](C(=O)c2ccc(F)cc2)[C@@H]1c1ccc(F)cc1 ?
FBW7 activator: 0.1; TEAD-YAP block: -12.2; MITF inh: 3.6; GPR151 ag: 0.6

How did CCCn1nnnc1SCC(=O)Nc1nc2ccccc2s1 do in these assays?
FBW7 activator: 0.1; TEAD-YAP block: -5.8; MITF inh: 10.1; GPR151 ag: -0.1

Results for CC(C)n1cnc2c(NCCO)nc(N3CCN(c4ccccn4)CC3)nc21 ?
FBW7 activator: 0.1; TEAD-YAP block: 1.4; MITF inh: -5.0; GPR151 ag: -0.4

How did COc1ccc(NC(=O)CN(c2cc([N+](=O)[O-])ccc2C)S(C)(=O)=O)c(OC)c1 do in these assays?
FBW7 activator: -0.2; TEAD-YAP block: 3.0; MITF inh: -24.0; GPR151 ag: 2.3

What do the screens show for `O=C1c2cccc([N+](=O)[O-])c2C(=O)N1Cc1ccco1`?
FBW7 activator: -0.3; TEAD-YAP block: 7.0; MITF inh: 13.7; GPR151 ag: 5.2*

What do the screens show for `N#Cc1ccc(S(=O)(=O)NCCc2ccncc2)cc1`?
FBW7 activator: 0.1; TEAD-YAP block: 1.1; MITF inh: 2.2; GPR151 ag: 5.2*

What do the screens show for `Cc1ccc(NC(=O)CCC(=O)OCC(=O)c2ccc(C)c(C)c2)c([N+](=O)[O-])c1`?
FBW7 activator: 0.0; TEAD-YAP block: 4.8; MITF inh: 8.4; GPR151 ag: 1.7

What do the screens show for `CN1CCN(Cc2ccc3c(c2)CN(C(=O)c2cnccn2)CCO3)[C@@H](c2ccccc2)C1`?
FBW7 activator: -0.3; TEAD-YAP block: -5.0; MITF inh: 6.7; GPR151 ag: -0.4

From PubChem
